NSD2 HMT inh – inhibitors of human histone methyltransferase NSD2; NSD2 peptide methylation, AlphaScreen, 120 min; 310,000 tested, 0.54% active; inhibition, % at 12.5 µM; O96028; AID 743445; in the data active = inhibition above about 50%
Target sequence (O96028 whole entry, looked up): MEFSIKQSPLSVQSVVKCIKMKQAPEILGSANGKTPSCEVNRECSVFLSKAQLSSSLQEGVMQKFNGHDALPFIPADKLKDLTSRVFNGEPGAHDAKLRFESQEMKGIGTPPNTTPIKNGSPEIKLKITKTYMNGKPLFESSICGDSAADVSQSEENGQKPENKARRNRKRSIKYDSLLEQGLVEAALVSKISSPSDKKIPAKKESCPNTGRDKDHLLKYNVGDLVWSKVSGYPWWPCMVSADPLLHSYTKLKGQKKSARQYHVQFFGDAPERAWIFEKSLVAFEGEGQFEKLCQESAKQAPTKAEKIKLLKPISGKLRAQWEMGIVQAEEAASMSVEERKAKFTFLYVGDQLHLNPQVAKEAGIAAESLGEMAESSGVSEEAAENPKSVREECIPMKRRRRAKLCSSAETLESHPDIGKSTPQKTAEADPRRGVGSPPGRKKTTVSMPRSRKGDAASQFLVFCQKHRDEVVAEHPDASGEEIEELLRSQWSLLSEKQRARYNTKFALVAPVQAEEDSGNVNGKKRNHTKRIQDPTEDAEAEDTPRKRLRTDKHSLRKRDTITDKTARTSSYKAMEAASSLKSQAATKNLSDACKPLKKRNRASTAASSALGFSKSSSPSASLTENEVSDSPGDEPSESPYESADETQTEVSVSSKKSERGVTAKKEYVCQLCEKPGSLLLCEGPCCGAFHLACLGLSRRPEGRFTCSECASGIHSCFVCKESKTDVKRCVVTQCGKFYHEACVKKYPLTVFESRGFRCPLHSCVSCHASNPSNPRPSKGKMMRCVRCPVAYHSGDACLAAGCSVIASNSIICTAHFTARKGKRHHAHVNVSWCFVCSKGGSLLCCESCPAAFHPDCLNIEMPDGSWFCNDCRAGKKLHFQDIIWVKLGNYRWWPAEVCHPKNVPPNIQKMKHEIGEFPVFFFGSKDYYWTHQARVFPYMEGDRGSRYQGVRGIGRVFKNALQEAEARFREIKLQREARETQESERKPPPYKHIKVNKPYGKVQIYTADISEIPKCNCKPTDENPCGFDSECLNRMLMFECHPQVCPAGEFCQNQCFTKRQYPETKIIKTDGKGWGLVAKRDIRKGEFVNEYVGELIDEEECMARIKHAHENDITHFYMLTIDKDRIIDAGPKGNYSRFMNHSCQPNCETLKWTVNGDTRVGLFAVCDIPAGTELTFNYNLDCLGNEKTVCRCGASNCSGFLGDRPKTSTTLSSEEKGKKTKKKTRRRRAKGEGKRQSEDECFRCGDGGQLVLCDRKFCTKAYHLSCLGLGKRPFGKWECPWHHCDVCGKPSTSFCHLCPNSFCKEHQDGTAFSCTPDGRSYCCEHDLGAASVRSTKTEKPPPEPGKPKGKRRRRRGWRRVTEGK
dFosB activator – activators of mouse delta FosB homodimer. purified delta FosB, TAMRA-CDK5 oligo fluorescence polarization; percent of positive-control signal above neutral wells. activation, % at 25 µM. 340,000 tested, 0.99% active;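 active = mean activation above about 17%, with every replicate also reaching it, limit read from the data, passing the limit was not always enough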;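 also: fluorescence polarization rise as delta FosB binds a TAMRA Cdk5 AP-1 oligo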
Mot1-301 SUMO – blocks SUMOylation pathway, rescuing yeast Mot1-301 growth; S. cerevisiae Mot1-301 growth rescue, ATP luminescence, 38.5C; percent above DMSO median, 100 means doubled; growth rescue, % at 18.8 µM; 320,000 tested, 1% active; AID 2716;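 active = every valid replicate shows activation above 250% relative to neutral control wells; inactive = the rest, any valid replicate at or below 250%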;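 also: OY570 slx delta 5 strain wells were the positive control but not used for scaling; some compounds called inactive have numbers as strong as hits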
PfHsp90 yeast 2 – inhibits growth of yeast expressing Plasmodium falciparum Hsp90; 310,000 tested, 0.32% active; S. cerevisiae expressing PfHsp90, BacTiter-Glo ATP, 48 h; yeast lacking PDR1 and PDR3 efflux regulators; inhibition, % at 9.4 µM; AID 504621;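 active = every replicate shows inhibition above about 80%, whatever the replicate mean, limit read from the data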;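 also: 0% = DMSO neutral controls and 100% = 20 µM radicicol positive controls; yeast relying on Plasmodium falciparum Hsp90 in place of its own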
RTF Ca sens act – cardiac RTF calcium sensitization | activation, % at 7.2 µM | IANBD-labeled TnC RTF fluorescence at EC20 calcium; 0% EC20 calcium, 100% full calcium | AID 493008 | 340,000 tested, 0.24% active;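 active = activation above the mean over all tested compounds plus 3 SD, cut at about 30% in these data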;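 also: rise in fluorescence read as greater calcium sensitivity of cardiac thin filaments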
Rtt109 Vps75 – C. albicans Rtt109 histone acetyltransferase inhibition. 330,000 tested, 0.16% active. purified Rtt109/Vps75, ThioGlo CoA-SH fluorescence, 4 h. inhibition, % at 34.9 µM;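 active = inhibition of at least 50% in every replicate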
CDK5 inh – CDK5/p35 (human) kinase inhibition | Recombinant CDK5/p35, ADP-Glo luminescence, 60 min | AID 488839 | inhibition, % at 10 µM | 330,000 tested, 0.01% active;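 active = highest replicate inhibition of at least 50% and at least 75% of replicates reaching 50%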;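 also: plate controls were DMSO neutral control for no effect and GW8510 at 10 µM for full effect; many of its hits are not listed in these tables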
Cardiac RTF inh – cardiac RTF calcium desensitization. IANBD-labeled cardiac RTF, Ca2+ fluorescence. P19429+P45379. inhibition, % at 7.15 µM. AID 493244. 340,000 tested, 0.12% active;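 active = inhibition above the mean inhibition of all tested compounds plus 3 SD, cut at about 17% in these data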;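 also: assay run at fixed EC70 calcium of 1.6 mM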
PvdQ inh – P. aeruginosa PvdQ acylase inhibition; purified PvdQ acylase, fluorescence plate reader; inhibition, % at 10 µM; 340,000 tested, 0.063% active; in the data active = inhibition above about 30%, passing the limit was not always enough;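 also: 0% = vehicle neutral wells and 100% = reference inhibitor wells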
Keap1 Nrf2 FP – disrupts human Keap1 binding to Nrf2 peptide. AID 504523. 340,000 tested, 0.15% active. Keap1 Kelch-Nrf2 peptide fluorescence polarization, 1536-well. inhibition, % at 9.4 µM. Q14145; in the data active = inhibition above about 12%;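 also: human Keap1 Kelch domain with fluorescein labeled Nrf2 9mer peptide probe; 0% = neutral control wells and 100% = peptide positive control; higher means more block of Keap1 binding to Nrf2 peptide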
C-LANA FP – KSHV C-LANA DNA binding inhibition; inhibition, % at 9 µM; AID 504423; 340,000 tested, 0.078% active; MBP-C-LANA/FAM-LBS DNA binding, fluorescence polarization;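 active = highest replicate inhibition at or above 60% at 9 µM, even if other replicates fall short; inactive = all replicates below 60% inhibition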;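 also: 0% = neutral control wells and 100% = 4 µM acridine orange control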
* marks the source's active call; other numbers are inactive results; . = not tested or not shown. No enrichment for hits; any-hit rate near 3.2%.

cpd	smiles	NSD2 HMT inh	dFosB activator	Mot1-301 SUMO	PfHsp90 yeast 2	RTF Ca sens act	Rtt109 Vps75	CDK5 inh	Cardiac RTF inh	PvdQ inh	Keap1 Nrf2 FP	C-LANA FP
1	O=C(N/N=C/c1cccnc1)c1ccc([N+](=O)[O-])cc1	-1	-8	-12	4	-4	2	-1.7	6	-22	-7	1.3
2	Cc1ccccc1N(CC(=O)NCc1ccco1)C(=O)CCC(=O)Nc1nccs1	0	-6	-16	12	5	-6	-0.3	-7	-4	-4	-2.2
3	O=C(CCC(=O)c1ccccc1)Nc1ccc(C(=O)O)cc1	0	-5	14	17	1	-5	0.2	-3	-5	-1	0.5
4	O=C(Nc1ccc(OC(F)F)c(Cl)c1)[C@@H]1CCCN1C(=O)c1cccs1	-2	-10	-1	1	-6	-4	-1.1	-6	-8	-7	0.0
5	CCOC(=O)c1[nH]c(=O)[nH]c1CNc1ccccc1C#N	-1	-4	-11	10	1	15	0.8	-6	-13	-5	-1.1
6	COc1ccc(NC(=O)NC2CCN(C(C)C)CC2)c(OC)c1	3	-8	129	.	0	5	-0.4	0	6	2	2.0
7	CCNc1ccc([N+](=O)[O-])cc1	6	3	-3	5	6	5	-0.4	4	-11	-4	-0.7
8	COc1ccc(NC(=O)COC(=O)COc2ccc(Br)cc2)cc1	-2	-8	-3	-5	3	-2	0.1	-1	-3	4	-0.8
9	Fc1cccc(CSc2ccc(-c3ccco3)nn2)c1	2	-7	-8	-1	5	-14	0.7	-8	-7	-1	-0.6
10	Cc1ccccc1NC(=O)CN1C(=O)NC2(CCCCCCC2)C1=O	0	0	.	0	9	0	-2.3	2	-16	-3	0.6
11	COc1ccc(N(C)S(=O)(=O)c2c(C)noc2C)c(OC)c1	-1	0	-9	-13	-4	4	-0.5	2	0	-3	-0.3
12	COc1ccc([C@H]2CC(=O)C=C(/C=C/c3ccc(C(F)(F)F)cc3)C2)cc1	.	8	11	-19	2	2	-0.6	-3	4	-3	0.9

The results go on.
cpd	smiles	NSD2 HMT inh	dFosB activator	Mot1-301 SUMO	PfHsp90 yeast 2	RTF Ca sens act	Rtt109 Vps75	CDK5 inh	Cardiac RTF inh	PvdQ inh	Keap1 Nrf2 FP	C-LANA FP
13	CC1CCCC(C)N1CCCNC(=O)c1ccc2nc(N3CCCCC3)sc2c1 (centres undefined)	.	2	-2	12	-3	-19	0.4	-10	-4	2	0.3
14	OCCNc1nc(N2CCN(c3ccccc3)CC2)nc2ccccc12	2	-5	-1	2	-4	1	-1.8	-11	-13	-4	-0.2
15	COC(=O)[C@H](Cc1ccccc1)NC(=O)NCCc1ccccc1F	0	-2	11	6	7	4	1.5	-10	4	-9	-3.0
16	Cc1ccc(S(=O)(=O)N2CCN(CC(=O)Nc3ccccc3C(=O)NC3CC3)CC2)cc1	-1	-11	.	.	12	1	-0.1	2	-8	-2	-0.6
17	O=C(c1ccco1)N1N=C(c2ccccc2)CC1c1ccc2nccnc2c1 (centres undefined)	1	-3	-21	-4	7	-6	-4.7	-5	-11	-4	2.0
18	Cc1cc(NC(=O)CCC(=O)N(CCC(C)C)C(C(=O)NCC2CCCO2)c2ccccc2C)no1 (centres undefined)	3	-3	16	-6	-8	3	-0.9	-5	-8	-2	0.0
19	Cc1cccc(CN2C(=O)N/C(=C/c3ccc(C)s3)C2=O)c1	-3	0	.	11	17	4	0.7	-12	-11	-4	3.9
20	COc1ccc(N)c(C)c1	.	-2	.	.	-5	-13	-0.6	4	-1	-1	0.6
21	CC(C)(C)n1nnnc1CN(Cc1cccnc1)Cc1ccccc1Cl	5	-3	81	-4	2	-3	1.5	-2	12	0	-0.8
22	CC(C)CNC(=O)c1cc(-c2ccc(Br)cc2)on1	-6	-7	67	-42	2	8	-0.4	-8	-6	-1	0.5
23	O=C(NCc1ccc(S(=O)(=O)NC2CCCCC2)s1)c1ccccc1	-1	-9	3	0	2	-1	-0.9	-1	-7	-1	-0.6
24	Cn1cc(S(=O)(=O)c2ccccc2)c(=O)c2cc(Cl)ccc21	0	1	-10	-9	2	-11	0.2	-2	2	-1	-0.1

(further entries)
cpd	smiles	NSD2 HMT inh	dFosB activator	Mot1-301 SUMO	PfHsp90 yeast 2	RTF Ca sens act	Rtt109 Vps75	CDK5 inh	Cardiac RTF inh	PvdQ inh	Keap1 Nrf2 FP	C-LANA FP
25	CCc1c(C)nc2nc(NC(C)=O)[nH]n2c1=O	2	5	-16	-9	-1	9	0.0	-6	4	1	2.4
26	O=C(NCCc1ccccc1)c1cccc(NC(=O)C2CCCCC2)c1	.	-11	.	11	-6	-2	-0.6	-2	-12	-6	0.8
27	O=C(NCc1ccc(OC(F)(F)F)cc1)C12CN(Cc3ccccc3)CC1C(c1cccc([N+](=O)[O-])c1)=NO2 (centres undefined)	.	7	278	1	-3	-3	0.2	7	6	-2	-1.7
28	COc1ccc(CCNC(=O)C2CCN(C(=O)NC3CCCCC3)CC2)cc1	1	-6	130	-5	2	-8	0.2	0	-7	-4	1.0
29	CC1(C)CC(=O)C2=C(C1)N(c1cccnc1)C(N)=C(C#N)C2c1cccs1 (centres undefined)	1	-5	-9	2	-2	-2	0.9	-2	-16	-4	1.2
30	COc1ccc(S(=O)(=O)NC(C)C(=O)NCCN2CCOCC2)cc1Cl (centres undefined)	2	-2	37	-6	-2	-7	-1.0	-5	-17	1	0.7
31	COc1ccccc1C(=O)NC(=O)COC(=O)c1ccco1	0	-8	-5	.	0	1	-0.1	1	-3	2	0.8
32	O=C(COC(=O)c1c[nH]c2ccccc12)NC1CCCC1	2	-2	2	-12	0	15	-1.6	-11	-13	3	-0.6
33	O=C(c1cccc([N+](=O)[O-])c1)N1CCN(Cc2ccccc2)CC1	-6	-3	226	9	-3	4	-1.0	-5	0	-2	2.1
34	Cc1nc2c(-c3ccc(F)cc3)cnn2c(N)c1-c1ccc(F)cc1	-1	-6	-5	-23	-5	5	2.4	8	12	-7	0.3
35	CC(=O)c1ccc(Nc2c([N+](=O)[O-])ccc3nonc23)cc1	-2	-3	10	-11	-2	-1	0.0	-6	13	4	-1.0
36	CCCCn1c(=S)[nH]c2ncccc2c1=O	20	5	11	10	-4	-5	3.6	-17	-16	4	-0.7

Next results
cpd	smiles	NSD2 HMT inh	dFosB activator	Mot1-301 SUMO	PfHsp90 yeast 2	RTF Ca sens act	Rtt109 Vps75	CDK5 inh	Cardiac RTF inh	PvdQ inh	Keap1 Nrf2 FP	C-LANA FP
37	CCOc1ccccc1NS(=O)(=O)c1c(C)noc1C	.	-1	63	-3	5	2	-0.8	0	8	0	-2.0
38	O=C(Cc1c(O)c2ccccc2[nH]c1=O)OC1CCCCC1	3	-2	186	-2	0	9	10	0	10	-1	-1.1
39	Cc1cccn2c(CNCC3OCCc4ccccc43)c(C(=O)N3CCCCC3)nc12 (centres undefined)	4	1	-12	-3	-4	3	-1.8	-2	-5	-2	-0.4
40	COC(=O)c1c(NC(=O)CC2Nc3cc(C)c(C)cc3NC2=O)sc(C)c1C (centres undefined)	.	-2	117	-11	5	4	-0.3	-2	-6	2	1.3
41	COc1ccc(NC(=O)CSCc2cc(=O)n3c(C)csc3n2)cc1	9	-16	-11	-7	-1	-7	-0.9	-15	-12	-2	0.1
42	CC(=O)Nc1nc(COc2ccccc2)cs1	-1	-8	-7	.	-3	2	1.2	-2	-12	1	-1.0
43	O=c1cc[nH]c2cccc(Cc3ccccc3)c12	-1	6	-3	-14	-2	-7	-1.1	-1	-6	1	0.6
44	COc1ccc2nc(SC)cc(C)c2c1	-1	-4	-2	-7	-6	6	-1.7	-6	-14	0	-0.7
45	CCCn1c(N)c(C(=O)CSc2nnc(C3CC3)n2-c2ccccc2)c(=O)[nH]c1=O	-2	-5	-15	-7	-10	-10	-0.1	3	-4	-1	-1.0
46	Cc1nc2nc(-c3cccs3)cn2nc1C	2	1	-1	.	9	1	-1.6	-9	-6	-5	3.7
47	Cc1cc(C)c(S(=O)(=O)c2ccccc2)c(N(C)C)n1	-2	1	-14	-16	-2	9	-1.3	9	-1	-5	-0.9
48	COc1cc2c3nnc(-c4ccc(F)cc4)c-3cn(Cc3ccc(F)cc3)c2cc1OC	.	37*	-25	-18	0	-11	0.5	-5	-1	8	24

(next part)
cpd	smiles	NSD2 HMT inh	dFosB activator	Mot1-301 SUMO	PfHsp90 yeast 2	RTF Ca sens act	Rtt109 Vps75	CDK5 inh	Cardiac RTF inh	PvdQ inh	Keap1 Nrf2 FP	C-LANA FP
49	O=c1c(S(=O)(=O)c2ccc(Cl)cc2)cn(Cc2cccc(F)c2)c2ccc(F)cc12	-2	-5	101	1	-5	3	-0.4	8	12	2	0.8
50	Cc1ccc(C(=O)Nc2c(C(=O)NCc3ccco3)cnn2-c2ccccc2)cc1	2	-6	-7	1	2	2	-1.6	-5	-9	-1	-0.6
51	O=C(CSc1nnc(NC2CCCCC2)s1)N1CCOCC1	-1	-6	-7	6	4	2	0.7	-6	-16	-4	-1.2
52	CCc1cc(OCCCCNCc2ccccc2)ccc1Cl	-2	-22	-5	-17	-1	-1	1.1	-7	-9	-1	-0.8
53	COC(=O)c1ccccc1NC(=O)CSc1nc(C)cc(C)n1	-4	-14	242	-2	6	-12	1.4	1	3	-1	-0.4
54	O=C(NCCO)/C(=C/c1ccc2c(c1)OCO2)NC(=O)c1ccc(Br)cc1	0	-9	0	0	1	1	0.6	-27	-6	-7	1.6
55	CCCCC(=O)OCC(=O)c1[nH]c(C)c(C(=O)OCC)c1C	0	-6	-7	.	1	-9	-1.2	-3	-4	-1	0.4
56	Cc1ccccc1S(=O)(=O)Cc1ccc(C(=O)N2CCN(c3ccccc3F)CC2)o1	8	-19	10	27	4	-5	0.0	2	-15	-2	0.4
57	Cc1ccc(OCCC(=O)OCC(=O)NCCc2ccccc2)cc1	-3	0	4	-11	-3	-3	-0.7	-6	-2	1	1.1
58	COc1cc(C=O)ccc1OCCSc1ccc(C)cc1	47	-7	-7	-6	1	1	-0.5	-3	-4	-2	-0.1
